Tn6 DDE FP = inhibitors of Tn6 peptide binding to fibrin DD(E), primary screen, biochemical, fluorescence polarization, human fibrin, Tn6 probe | inhibition, % at 8.3 µM | hit rate 0.21% among 370,000 | AID 720509, 2013 | Fibrinogen beta chain (Homo sapiens), P02675 | Fibrin DD(E) TRITC-Tn6 fluorescence polarization displacement;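 active = inhibition above a per-campaign cutoff: mean of compounds within control limits plus 3 SD, cut at about 15% in these data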;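 note: 0% = median of all compound wells on the plate and 100% = blocking peptide control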
Tn7 DDE FP = inhibitors of Tn7 peptide binding to fibrin DD(E), primary screen, biochemical, fluorescence polarization, human fibrin, Tn7 probe. FP displacement of FITC-Tn7 peptide from fibrin DD(E); 0% = median of compound wells per plate. inhibition, % at 8.3 µM. hit rate 0.13% among 370,000. AID 720508, 2013;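 active = inhibition above the mean of compounds falling within the control limits plus 3 SD of them, cut at about 14% in these data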;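 note: 0% = plate median of compound wells and 100% = 10 µM Aha-Tn7 peptide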
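Assay system: Human clot-derived fibrin DD(E) complex | Buffer or medium: Tris/NaCl/CaCl2 buffer, pH 7.8 | Repeats: One replicate per compound | Benchmarks: Aha-Tn7 high control | Measure: % inhibition scaled between sample-field median and high-control FP | Schedule: 10 min plus 3 h, room temperature | Signal: Fluorescence polarization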
ADAM17 inh = ADAM17 inhibitors, primary screen, biochemical, QFRET; Disintegrin and metalloproteinase domain-containing protein 17 (Homo sapiens), P78536; recombinant ADAM17, EDANS/DABCYL FRET peptide cleavage; inhibition, % at 6.95 µM; hit rate 0.83% among 370,000; AID 720648, 2013;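 active = inhibition above the mean of compounds lying between control limits plus 3 SD, set per campaign, cut at about 8.5% in these data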;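 note: 0% = DMSO-only wells as the low control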
PLC-gamma1 inh = PLC-gamma1 enzyme inhibitors, primary screen, biochemical, fluorescence, purified enzyme. inhibition, % at 12.2 µM. 1-phosphatidylinositol 4,5-bisphosphate phosphodiesterase gamma-1 (Homo sapiens), P19174. AID 720700, 2013. fluorogenic substrate. hit rate 0.84% among 370,000; in the data active = inhibition above about 9.5%
ADAM10 inh = human ADAM10 inhibitors, primary screen, biochemical, QFRET, HTS | inhibition, % at 7 µM | Disintegrin and metalloproteinase domain-containing protein 10 (Homo sapiens), O14672 | hit rate 0.62% among 370,000 | recombinant ADAM10, EDANS/DABCYL FRET peptide cleavage, 3 h;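 active = inhibition above a per-campaign cutoff equal to the mean of compounds falling between control-based bounds plus 3 SD, cut at about 20% in these data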;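 note: 0% = DMSO wells while the 100% control is not disclosed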
TDP2 absorb = human TDP2 enzyme inhibitors, primary screen, biochemical, epi absorbance, recombinant enzyme; Tyrosyl-DNA phosphodiesterase 2 (Homo sapiens), O95551; T5PNP hydrolysis, p-nitrophenol absorbance 415 nm; inhibition, % at 12.8 µM; hit rate 0.34% among 370,000;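 active = inhibition above the mean of all tested compounds plus 3 SD, set per campaign, cut at about 25% in these data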;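 note: 0% = DMSO with enzyme and 100% = buffer with substrate but no TDP2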
Target sequence (O95551 whole entry, looked up): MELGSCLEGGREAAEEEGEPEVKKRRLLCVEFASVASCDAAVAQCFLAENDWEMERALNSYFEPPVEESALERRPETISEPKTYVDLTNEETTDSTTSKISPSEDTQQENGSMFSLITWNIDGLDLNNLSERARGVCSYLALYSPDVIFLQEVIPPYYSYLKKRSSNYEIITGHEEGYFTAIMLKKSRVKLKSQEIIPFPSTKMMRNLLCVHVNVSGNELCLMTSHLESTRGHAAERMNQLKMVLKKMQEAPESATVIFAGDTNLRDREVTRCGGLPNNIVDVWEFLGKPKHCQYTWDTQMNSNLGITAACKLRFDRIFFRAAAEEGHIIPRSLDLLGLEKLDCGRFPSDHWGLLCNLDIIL
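Read-out basis: percent inhibition. System: recombinant human TDP2. Buffer or medium: Mg2+-containing Tris-HCl buffer, pH 7.5. Repeats: single replicate. Timing: reaction 2 h, 37 °C. Benchmarks: high control without enzyme, low control DMSO plus TDP2. Probe or stimulus: 5 mM T5PNP. Doses: 12.8 µM only. Measured by: epi absorbance of p-nitrophenol freed from T5PNP by hydrolysis.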
ASAP1 GAP inh = inhibitors of human ASAP1 ArfGAP activity, primary screen, biochemical, fluorescence polarization | Arf-GAP with SH3 domain, ANK repeat and PH domain-containing protein 1 (Homo sapiens), … | ASAP1-stimulated ARF1 GTP hydrolysis, GDP FP detection | inhibition, % at 16.5 µM | hit rate 0.19% among 360,000 | AID 624377, 2012; in the data active = inhibition above about 25%;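 note: 0% = vehicle with enzyme and substrate and 100% = no enzyme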
ARFGAP1 inh = inhibitors of rat ARFGAP1 GAP activity, primary screen, biochemical, fluorescence polarization, GDP tracer. AID 651572, 2012. ADP-ribosylation factor GTPase-activating protein 1 (Rattus norvegicus), Q62848. inhibition, % at 16.5 µM. Arfgap1-stimulated ARF1 GTP hydrolysis, GDP FP detection. hit rate 0.26% among 360,000;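 active = inhibition above a per-plate limit, mean inhibition of low control wells plus 3 SD, cut at about 25% in these data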;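 note: 0% = DMSO wells with enzyme and 100% = wells lacking Arfgap1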
Target sequence (Q62848 1-136 limits assumed): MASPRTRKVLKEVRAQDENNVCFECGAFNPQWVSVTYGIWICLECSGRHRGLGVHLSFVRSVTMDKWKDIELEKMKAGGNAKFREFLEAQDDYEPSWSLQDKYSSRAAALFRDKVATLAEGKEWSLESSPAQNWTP
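system = rat Arfgap1 catalytic domain, aa 1-136 | technique = FP, GDP Alexa 633 tracer displaced from anti-GDP antibody, 620/688 nm | compound = one concentration, 16.5 µM, DMSO 1.26% | medium = HEPES-based buffer, pH 7.5 | timing = compound-enzyme preincubation 20 min, reaction 120 min, detection 60 min, 25 °C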
SIAE inh = human SIAE inhibitors, primary screen, biochemical, fluorescence polarization, FP-Rh probe, 1536-well HTS; Sialate O-acetylesterase (Homo sapiens), Q9HAT2; SIAE FP-Rh probe binding; inhibition, % at 9.66 µM; hit rate 0.69% among 370,000;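 active = inhibition above a cutoff: mean of compounds within the control limits plus 3 SD of those, cut at about 17% in these data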;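 note: 0% = plate median of compound wells and 100% = probe without SIAE protein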
Target sequence (Q9HAT2 whole entry, looked up): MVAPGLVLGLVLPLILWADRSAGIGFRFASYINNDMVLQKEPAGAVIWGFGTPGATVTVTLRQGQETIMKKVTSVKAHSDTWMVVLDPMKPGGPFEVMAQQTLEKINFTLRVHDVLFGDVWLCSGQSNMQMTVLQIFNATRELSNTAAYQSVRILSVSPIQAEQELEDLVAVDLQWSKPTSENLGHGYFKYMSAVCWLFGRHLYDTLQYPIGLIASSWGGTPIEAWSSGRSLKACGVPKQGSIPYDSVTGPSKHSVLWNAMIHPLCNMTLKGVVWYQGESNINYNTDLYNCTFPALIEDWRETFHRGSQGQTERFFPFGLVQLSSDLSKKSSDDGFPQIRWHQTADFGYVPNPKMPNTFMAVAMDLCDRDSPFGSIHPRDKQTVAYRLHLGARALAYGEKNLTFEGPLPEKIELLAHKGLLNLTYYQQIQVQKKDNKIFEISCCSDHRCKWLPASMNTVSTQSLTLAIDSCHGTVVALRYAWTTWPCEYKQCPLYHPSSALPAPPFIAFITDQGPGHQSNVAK
PLC-beta3 inh = human PLC-beta3 inhibitors, primary screen, biochemical, fluorescence; Purified PLC-beta3, fluorogenic substrate; 1-phosphatidylinositol 4,5-bisphosphate phosphodiesterase beta-3 (Homo sapiens), Q01970; inhibition, % at 12.2 µM; hit rate 0.18% among 370,000; AID 720704, 2013; in the data active = inhibition above about 11%;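 note: 0% = median of compound wells on plate and 100% = full blocker control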
An asterisk follows results filed as active; i = inactive.

1: COc1ccc(-c2coc3cc(O)ccc3c2=O)cc1OC
2: COc1cccc(C2=NN(C(=O)c3ccc(C)o3)C(O)(C(F)(F)F)C2)c1 (stereo not drawn)
3: Cc1ccccc1OCCNC(=O)/C=C/c1ccccc1
4: O=C(CS(=O)c1ccc(F)cc1)N1CCOCC1 (stereo not drawn)
5: Cc1cc(C(=O)N/N=C2\CCCC(C)C2)n[nH]1 (stereo not drawn)
6: COCCNc1nnc(SC(C)C(=O)Nc2ccc(-c3nc4ccc(C)cc4s3)cc2)s1 (stereo not drawn)
7: C[C@@H]1ON(C)[C@H]2C[C@H]3c4[nH]c5ccccc5c4CCN3C(=O)[C@@H]12
8: Cc1ccccc1C(=O)NNC(=O)c1cc(S(=O)(=O)N2CCOCC2)ccc1C
assay / entry | 1 | 2 | 3 | 4 | 5 | 6 | 7 | 8
Tn6 DDE FP | -2 | -4 | 0 | 7 | 0 | 1 | 4 | 6
Tn7 DDE FP | -2 | -1 | -1 | 0 | 2 | -1 | -11 | 0
ADAM17 inh | -66 | -2 | 6 | 2 | -4 | -124 | -204 | 1
PLC-gamma1 inh | -275 | 3 | 2 | 6 | 3 | -49 | -241 | 3
ADAM10 inh | -183 | 4 | 5 | 5 | 0 | -393 | i | -12
TDP2 absorb | -1 | -3 | -12 | -14 | 11 | 2 | -5 | 1
ASAP1 GAP inh | 5 | -1 | 12 | 0 | -3 | -5 | -4 | -4
ARFGAP1 inh | 10 | -6 | 1 | -6 | 11 | -1 | 10 | 0
SIAE inh | -3 | -5 | -1 | -3 | 5 | -20 | 7 | 0
PLC-beta3 inh | -318 | -5 | -3 | -2 | 4 | -119 | -310 | 0

9: Cn1cccc1C(=O)OCC(=O)N1CC(=O)Nc2ccccc21
10: CCC(=O)NNc1ncnc2c1cnn2C
11: CC(O)C(NS(=O)(=O)c1ccc2ccccc2c1)C(=O)OCC(=O)Nc1ccccc1OC(F)F (stereo not drawn)
12: O=C(COc1cccnc1[N+](=O)[O-])NCc1ccco1
13: Nc1ccc(N2CCCC2)c(S(=O)(=O)Nc2cccc(C(F)(F)F)c2)c1
14: C/C(=N\NC(=O)C(C)Oc1ccc([N+](=O)[O-])cc1)c1ccccn1 (stereo not drawn)
15: CCOC(=O)[C@]12CCCC=C1N(CCc1ccc(OC)c(OC)c1)C(=O)[C@H](CC(=O)NCC13CC4CC(CC(C4)C1)C3)C2
16: CCCNC(=O)c1cccc(Br)c1
assay / entry | 9 | 10 | 11 | 12 | 13 | 14 | 15 | 16
Tn6 DDE FP | 0 | 6 | -7 | 0 | 8 | 5 | 1 | -1
Tn7 DDE FP | 3 | 3 | 4 | 1 | 6 | 0 | 5 | -6
ADAM17 inh | 1 | -1 | 0 | 1 | 0 | -2 | 2 | -1
PLC-gamma1 inh | 7 | 2 | 1 | 0 | -9 | 1 | 2 | 3
ADAM10 inh | 4 | 1 | -6 | 1 | -7 | 2 | 7 | -5
TDP2 absorb | -25 | 0 | -1 | 13 | -8 | -8 | 3 | 7
ASAP1 GAP inh | 3 | 6 | 0 | 2 | 7 | 10 | -2 | 0
ARFGAP1 inh | 8 | 0 | 4 | -6 | -5 | -1 | 3 | 4
SIAE inh | -10 | 15 | 7 | -4 | 15 | 0 | -3 | 1
PLC-beta3 inh | 0 | 2 | -4 | 0 | -10 | 1 | 3 | 1

17: Cc1nnc(N(Cc2ccco2)C(=O)c2cccc(C#N)c2)s1
18: CCOc1ncccc1C(=O)Nc1ccccc1C(=O)NCc1ccc2c(c1)OCO2
19: COc1cccc(-c2nnc(SCC(=O)Nc3cc(C)on3)o2)c1
20: O=[N+]([O-])c1ccc(S(=O)(=O)Nc2nc(-c3ccccc3)cs2)cc1
21: CC(=O)Nc1ccc(-c2nc3c(C)cccc3[nH]2)cc1
22: Cn1c(SCCOc2cccc(Cl)c2)nnc1-c1ccncc1
23: O=C(COC(=O)CSc1ccc(Br)cc1)NCc1ccco1
24: Cc1cc(C)c(S(=O)(=O)N(C)CC(=O)NCc2ccncc2)c(C)c1
assay / entry | 17 | 18 | 19 | 20 | 21 | 22 | 23 | 24
Tn6 DDE FP | 7 | 7 | -5 | -4 | 2 | -4 | 1 | -4
Tn7 DDE FP | -2 | -6 | 4 | -4 | -10 | -1 | 5 | -2
ADAM17 inh | -5 | 1 | -4 | 1 | -21 | -1 | -2 | 0
PLC-gamma1 inh | -3 | 3 | -3 | 5 | -7 | -1 | -5 | 0
ADAM10 inh | -9 | 4 | -6 | 5 | -61 | -2 | 4 | 0
TDP2 absorb | 6 | -4 | 0 | 6 | 1 | 2 | 10 | -14
ASAP1 GAP inh | 5 | 12 | 4 | 8 | 10 | 11 | -6 | 8
ARFGAP1 inh | -1 | -2 | 0 | 1 | -7 | -6 | 2 | 9
SIAE inh | -1 | -7 | 6 | 6 | -8 | 3 | 8 | 0
PLC-beta3 inh | 2 | 1 | -7 | -9 | -10 | -1 | -6 | 4

25: Cc1ccccc1OCc1ccc(C(=O)N2CCOCC2)o1
26: Cn1nnnc1Sc1ncnc2scc(-c3ccc(Cl)cc3)c12
27: O=C(c1cc(-c2cccnc2)nc2ccc(Br)cc12)N1CCN(c2ncccn2)CC1
28: CN(C(=O)c1ccccc1-c1ccccc1C(=O)O)c1ccccc1
29: COc1ccc(C[C@@H]2CN3C(=NC[C@@H]3C)N2CCNC(=O)c2ccc(C)c(Br)c2)cc1
30: Cc1cccnc1CC(C)NC(=O)c1cc(COc2cncc(Cl)c2)on1 (stereo not drawn)
31: O=S(=O)(Cc1ccccc1)Nn1cnnc1
32: Cc1cc(=O)n2nc(N3CCC(C(=O)N4CCN(c5ccccc5)CC4)CC3)sc2n1
assay / entry | 25 | 26 | 27 | 28 | 29 | 30 | 31 | 32
Tn6 DDE FP | 0 | -1 | -1 | -9 | 3 | -4 | 0 | 7
Tn7 DDE FP | 3 | 7 | -4 | 6 | -1 | -3 | 0 | 7
ADAM17 inh | -4 | 2 | -2 | -2 | -3 | -2 | -5 | -1
PLC-gamma1 inh | 2 | 2 | 0 | 4 | -3 | -1 | 1 | 3
ADAM10 inh | -6 | 1 | 2 | -3 | -1 | -5 | -4 | -4
TDP2 absorb | 0 | 0 | 3 | 7 | -1 | 22 | 4 | 8
ASAP1 GAP inh | -6 | -4 | 13 | 5 | 3 | 1 | 0 | -8
ARFGAP1 inh | 2 | 14 | 6 | 0 | -4 | 4 | -2 | 5
SIAE inh | 4 | 3 | -2 | 6 | -2 | 1 | -6 | 13
PLC-beta3 inh | 0 | -1 | 0 | -4 | -2 | -11 | 2 | -5

33: Cc1cc(Nc2cccc([N+](=O)[O-])c2)cc(=O)n1-c1cccc([N+](=O)[O-])c1
34: CCn1c(SCC(=O)Nc2ccccc2)nc2nc3c(cc2c1=O)COC(C)(C)C3
35: O=C(Nc1ccccc1)[C@@H]1CCCN1S(=O)(=O)c1ccc(Cl)cc1
36: COC(=O)[C@@]1(Cc2ccc(OC)cc2)[C@@H]2C(=CC(=O)[C@H]2CC(=O)C(=O)N(C)C)CN1C(=O)c1ccccc1
37: COc1ccc2cc(C(C)c3nc4ccccc4c(=O)n3N)ccc2c1 (stereo not drawn)
38: Cc1ccc(N2C(S)=C(C#N)C(=O)NC2c2ccco2)cc1 (stereo not drawn)
39: NC(=O)c1ccsc1NC(=O)CSc1nc2ccccc2c(=O)n1CCCO
40: CC(C)(C)c1ccc(OCCn2ccccc2=O)cc1
assay / entry | 33 | 34 | 35 | 36 | 37 | 38 | 39 | 40
Tn6 DDE FP | -10 | 5 | 5 | 1 | 1 | 3 | 3 | 2
Tn7 DDE FP | -7 | -1 | 9 | -2 | 0 | -4 | -6 | 8
ADAM17 inh | -1 | -2 | -7 | 0 | 1 | 2 | 1 | -1
PLC-gamma1 inh | 0 | 0 | -1 | 2 | -4 | -1 | 1 | 1
ADAM10 inh | 4 | -5 | -14 | 1 | 0 | 2 | 8 | -2
TDP2 absorb | -2 | 16 | 1 | -2 | -6 | 14 | -2 | 2
ASAP1 GAP inh | 10 | 4 | 7 | 9 | 0 | 13 | 11 | -6
ARFGAP1 inh | 11 | -9 | 0 | -2 | -2 | 10 | -1 | 5
SIAE inh | 0 | -6 | -1 | 8 | -2 | 2 | -3 | -6
PLC-beta3 inh | 1 | -9 | 0 | 0 | -2 | 5 | 0 | 2

41: CCOC(=O)N1CCN(C(=O)COC(=O)c2ccccc2NCCO)CC1
42: Fc1cccc(F)c1[B-](F)(F)F
43: CCOC(=O)C1(Cc2ccc(Cl)cc2)CCN(C(=O)CCc2cnccn2)CC1
44: O=C(C1CCN(S(=O)(=O)c2ccccc2)CC1)N1CCOCC1
45: O=C(CSc1ccc(Cl)cc1)OCc1nnc(-c2ccccc2)o1
46: O=C(NCc1ccccc1Cl)c1cnccc1C(F)(F)F
assay / entry | 41 | 42 | 43 | 44 | 45 | 46
Tn6 DDE FP | 0 | 6 | 1 | -1 | -2 | -6
Tn7 DDE FP | -1 | 2 | 3 | 0 | -2 | 1
ADAM17 inh | i | -2 | -1 | -2 | -3 | -4
PLC-gamma1 inh | i | 1 | 8 | 0 | 0 | 3
ADAM10 inh | i | -14 | 5 | -3 | -2 | -7
TDP2 absorb | -8 | 5 | -6 | 11 | -12 | 10
ASAP1 GAP inh | -1 | -1 | 2 | 4 | 10 | -4
ARFGAP1 inh | -6 | -7 | -3 | 1 | 3 | 10
SIAE inh | 5 | 6 | 8 | 6 | -6 | -3
PLC-beta3 inh | i | 2 | 5 | 3 | -7 | -6
